FLuc stim CS – firefly luciferase counter-screen for stimulation assays | 200,000 tested, under 10 active | P08659 | ATPlite luciferase biochemical, luminescence, 10 min; 0 = ATP-free wells, 1 = DMSO control | activation factor at 10 µM | AID 1027;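 active = luciferase activation factor, scaled between plate controls, of at least 2 with compound at 10 µM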
Target sequence (P08659 whole entry, looked up): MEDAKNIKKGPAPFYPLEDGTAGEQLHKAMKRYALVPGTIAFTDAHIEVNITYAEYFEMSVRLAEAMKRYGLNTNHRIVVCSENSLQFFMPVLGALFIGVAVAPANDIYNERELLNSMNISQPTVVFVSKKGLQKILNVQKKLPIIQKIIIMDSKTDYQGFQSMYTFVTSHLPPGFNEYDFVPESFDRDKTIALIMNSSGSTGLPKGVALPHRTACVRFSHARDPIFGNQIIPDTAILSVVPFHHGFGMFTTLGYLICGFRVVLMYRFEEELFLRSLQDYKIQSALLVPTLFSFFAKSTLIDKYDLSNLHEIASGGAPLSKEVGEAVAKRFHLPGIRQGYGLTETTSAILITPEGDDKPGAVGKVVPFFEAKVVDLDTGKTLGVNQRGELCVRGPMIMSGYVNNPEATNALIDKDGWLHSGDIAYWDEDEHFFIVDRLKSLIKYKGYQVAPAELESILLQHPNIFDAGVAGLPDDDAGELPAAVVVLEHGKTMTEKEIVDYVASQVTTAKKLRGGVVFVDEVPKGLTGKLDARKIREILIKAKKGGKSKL
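assay system = Luciferase/luciferin detection reagent, cell-free biochemical luciferase assay | also added = ATP substrate | times = 10 min post-reagent at room temperature | measured by = luminescence from luciferase reaction | measure = luciferase activation, seen as luminescence increase over controls | benchmarks = low control with PBS replacing ATP, high control enzyme plus ATP without compound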
APP transl inh – APP translation inhibition | SH-SY5Y APP 5'UTR-luciferase reporter, luminescence | 190,000 tested, 0.82% active | inhibition, % at 2 µM;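 active = inhibition above a set limit, derived from the sample mean plus 3 SD, cut at about 45% in these data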; also: values of inactives mirror those of a sister screen read the other way
APP 5'UTR act – APP 5'UTR luciferase reporter activation | activation, % at 2 µM | 190,000 tested, 1% active | SH-SY5Y APP 5'UTR luciferase reporter, luminescence; zero percent = DMSO vehicle wells;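 active = activation above a set limit, based on mean plus 3 SD of controls, cut at about 140% in these data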; also: values of inactives mirror those of a sister screen read the other way
NF-kB expr up – raises NF-kB expression in human neuronal cells. NF-kB reporter expression; stronger effect = higher value. fold change at 12.5 µM. 190,000 tested, 1.6% active; in the data active = fold change above about 3.3
STAT1 act – STAT1 signaling activation. NIH 3T3 STAT1-luciferase reporter, IFN-gamma, luminescence; 100% = IFN-gamma alone, no compound. activation (% of control), % at 5.5 µM. 200,000 tested, 2.6% active;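 active = activation above the screen-wide mean activation plus 3 SD, cut at about 130% in these data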;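 also: raw ratio to IFN-gamma control signal so 100% means no change and 0% no light; values of inactives mirror those of a sister screen read the other way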
STAT3 activator – increases IL-6 driven STAT3 reporter signal; U3A cells, IL-6 STAT3-luciferase reporter, luminescence; 100% = signal with IL-6 EC80 alone; activation (% of control), % at 5.6 µM; 190,000 tested, 0.91% active; AID 871;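 active = activation above the screen-wide mean of compound activation plus 3 SD, cut at about 130% in these data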;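 also: 0% = background luminescence of wells with medium and substrate only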
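Material: STAT3-luciferase reporter U3A cells; Probe or stimulus: IL-6 (33 ng/mL); Incubation: compound pre-incubation 1 h before IL-6, then 6 h stimulation at 37 °C; Technique: luminescence from STAT3-driven luciferase reporter; Evaluation: % activation versus median of IL-6-stimulated wells; Controls: IL-6-only high control.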
STAT3 inh – reduces IL-6 driven STAT3 reporter signal; U3A cells, IL-6 STAT3-luciferase reporter, luminescence; host cell line lacks STAT1; inhibition, % at 5.5 µM; 190,000 tested, 0.89% active; AID 862;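 active = inhibition above the mean inhibition across all screened compounds plus 3 SD, cut at about 44% in these data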;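 also: 0% = DMSO only wells and 100% = 100 µM nifuroxazide control wells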
FLuc inhib CS – counter-screen for luciferase assay inhibitors: firefly luciferase inhibition | ATPLite firefly luciferase biochemical luminescence, 10 min | inhibition, % at 10 µM | 200,000 tested, 1.5% active | AID 1006;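 active = inhibition above about 50% when tested at 10 µM, limit read from the data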
STAT1 inh – STAT1 signaling inhibition; NIH 3T3 STAT1-luciferase reporter, IFN-gamma, luminescence; inhibition, % at 5.5 µM; 200,000 tested, 0.35% active; AID 920;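 active = inhibition above a set limit, the mean inhibition across all tested compounds plus 3 SD, cut at about 34% in these data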;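 also: 0% = IFN-gamma with DMSO and 100% = IFN-gamma with 300 µM nifuroxazide; values of inactives mirror those of a sister screen read the other way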
ROMK mod – human ROMK K+ channel modulation, primary screen | P48048 | Tet-inducible ROMK, thallium flux fluorescence; actives lie on both sides | B-score at 10 µM | 130,000 tested, 2% active;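 active = signal ratio slope over the read window, or its plate-corrected B-score, at least 3 SD from the plate mean, either direction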;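 also: B-score of the F/F0 ratio slope over 7 to 12 s after thallium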
Target sequence (P48048 whole entry, looked up): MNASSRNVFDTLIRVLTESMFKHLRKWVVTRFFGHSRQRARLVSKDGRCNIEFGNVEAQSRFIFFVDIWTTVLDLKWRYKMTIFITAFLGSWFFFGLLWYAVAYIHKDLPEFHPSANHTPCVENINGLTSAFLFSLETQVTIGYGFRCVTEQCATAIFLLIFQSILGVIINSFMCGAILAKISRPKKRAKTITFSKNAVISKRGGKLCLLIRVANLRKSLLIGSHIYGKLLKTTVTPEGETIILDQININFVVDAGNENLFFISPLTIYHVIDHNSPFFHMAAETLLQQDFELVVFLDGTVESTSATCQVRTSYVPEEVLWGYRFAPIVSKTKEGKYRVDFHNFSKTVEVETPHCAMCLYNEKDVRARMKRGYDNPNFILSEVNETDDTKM
An asterisk follows results filed as active; · = no result given. Hits appear at their usual frequency (roughly 7.1% active in at least one column).

SMILES	FLuc stim CS	APP transl inh	APP 5'UTR act	NF-kB expr up	STAT1 act	STAT3 activator	STAT3 inh	FLuc inhib CS	STAT1 inh	ROMK mod
COC(=O)c1cnn(C(=O)c2cc(OC)ccc2Br)c1N	1.1	-14.8	14.8	1.29	103.9	101.6	4.6	-6.7	-4.2	·
CSc1nc(N)nc(SCC(=O)C23CC4CC(CC(C4)C2)C3)c1C#N	1	-23.4	23.4	0.58	103.2	103.2	-1.0	-3.7	-3.5	-0.01
COc1ccc2c(c1)/C(=N/N1C(=O)c3ccccc3C1=O)C(=O)N2	1	-21.4	21.4	1.24	97.3	96.1	10.7	-4.2	0.9	0.292
CCOc1ccccc1N(C(=O)Cn1nnnc1-c1ccc(C)o1)C(CC)C(=O)NC(C)(C)C (configuration not stated)	1	-10.9	10.9	0.73	100.3	106.8	-4.3	-4.1	-0.4	-2.72
O=C(CSc1ncccc1C(=O)O)c1cccc(C(F)(F)F)c1	0.9	-19.3	19.3	1.72	108.6	104.1	-2.7	7.5	-9.8	0.782
O=C(O)C(Cc1c[nH]c2ccccc12)NS(=O)(=O)c1cccc2nsnc12 (configuration not stated)	1	-23.9	23.9	0.96	94.5	102.8	-0.1	-2.2	6.1	-0.441
COc1cccc(OC)c1C(=O)Nc1ccc2c3c(cccc13)CC2	1	4.3	-4.3	0.91	93.8	90.4	22.1	-4.9	6.9	·
COc1ccccc1-n1cnc2cc(C(=O)NCC3CCCO3)ccc21 (configuration not stated)	1.1	0.9	-0.9	1	102.3	106.4	-6.4	-6.9	-1.4	0.429
CN1/C(=C\C(=O)C(F)F)C(C)(C)c2ccccc21	1	5.2	-5.2	0.69	95.3	102.0	2.5	-1.0	5.1	·
CSc1nc2c(c(-c3ccc(O)cc3)c1C#N)CCC2	1.1	-2.9	2.9	1.16	95.9	109.7	-7.7	-9.1	4.5	0.14
CC(C)(C)n1nnnc1C(c1cccnc1)N1CCN(c2ccccc2)CC1 (configuration not stated)	1	4.5	-4.5	1.18	93.6	95.2	9.9	-4.8	7.0	·
N#Cc1c(N)nc2c(c1-c1cccs1)CCCC2	1	-25.6	25.6	0.98	100.1	87.0	11.9	-3.7	-0.1	·
COc1cc(/C=C/C(=O)O)cc(S(=O)(=O)NCCCO)c1OC	1	-4.7	4.7	1.14	99.9	102.3	5.0	-0.5	0.1	0.595
COc1nc(SC)nc(Cl)c1Cc1ccc(OC(C)C)cc1	1	-5.4	5.4	1.04	101.5	117.4	-24.2	-0.4	-1.6	1.5
Cc1nn(CCOc2ccccc2)c(=O)n1-c1ccccc1	1.1	-14.7	14.7	1.51	126.0	96.6	15.1	-6.9	-28.9	·
Cc1ccc(OCCOCCNC(C)(C)C)c([N+](=O)[O-])c1	1.1	-5.4	5.4	1	99.0	98.0	4.6	-9.8	1.2	-0.587
CCOC(=O)N1CCN(C(=O)c2ccc(SC)cc2OC)CC1	1.1	-1.1	1.1	1.05	98.7	95.5	12.0	-6.7	-0.6	0.0385
O=C(NCCn1cc(SCc2ccccc2)c2ccccc21)c1ccccc1F	1.1	-10.4	10.3	0.87	103.6	101.4	-1.8	-13.3	-4.0	-1.08
Cc1cc(NC(=O)/C=C/C(=O)N(CC(=O)NC2CCCC2)c2ccc(F)cc2)no1	1.1	0.4	-0.4	·	100.6	109.7	-4.6	-7.5	-0.2	-0.127
Cc1ccc2nc(-c3ccc(NC(=S)NC4CC(C)(C)NC(C)(C)C4)cc3)sc2c1	0.9	-167.8	167.8*	1.26	135.0*	95.9	7.3	13.1	-38.4	-0.0466
O=[N+]([O-])c1ccc(S(=O)(=O)Nc2ccc(-c3csc(-c4ccccc4)n3)cc2)cc1	1	3.7	-3.7	1.15	105.5	97.3	14.3	0.1	-6.2	·
CCN(C(=O)c1cccs1)c1nnc(-c2ccncc2)s1	0.8	7.1	-7.1	1.15	109.1	86.0	19.4	18.9	-9.9	-1.43
O=C(/C=C/c1ccc2c(c1)OCCCO2)c1ccc2ccccc2c1O	0.7	-44.1	44.1	0.92	100.6	92.7	9.6	30.9	-0.6	·
COC(=O)/C=C1\S/C(=N/NC(=O)c2ccc(OC)cc2)NC1=O	1	-13.7	13.7	1.42	97.6	106.6	-8.5	-1.2	2.7	0.646
O=C(NCCCN1CCOCC1)NC1CCCCC1	1	11.0	-11.0	1.04	100.8	94.8	10.1	-3.9	-0.9	·
Cc1cccc(-n2c(N)cc(=O)[nH]c2=S)c1C	1	-4.9	4.9	1.09	103.2	98.9	5.7	-2.8	-3.5	·
Cc1ccsc1/C=C(\C#N)C(=O)NC1CCS(=O)(=O)C1 (configuration not stated)	1	-4.4	4.4	1.13	105.6	98.8	8.9	-1.6	-6.3	-0.852
O=C(NCCCn1ccnc1)/C(=C\c1cccnc1)NC(=O)c1ccccc1Br	1	-13.8	13.8	0.88	101.3	108.4	-7.2	-3.5	-1.4	·
C[N+]1(C2CCC3CCC2C3O)CCCC1 (configuration not stated)	1	11.3	-11.3	1.47	94.7	106.3	-9.5	-2.6	5.7	1.44
Cc1cc(C(=O)CC#N)c(C)n1-c1c(C)n(C)n(-c2ccccc2)c1=O	1	-13.7	13.7	0.87	101.7	106.3	-5.7	-2.0	-3.4	1.69
CCCCNS(=O)(=O)c1ccc2nc(SCC(=O)Nc3sccc3C#N)[nH]c2c1	1	6.9	-6.9	0.5	94.9	91.5	14.0	-1.7	5.6	·
CC(C)CC(=O)N=C1SC2CS(=O)(=O)CC2N1Cc1ccccc1 (configuration not stated)	1.1	0.7	-0.7	1.18	95.8	100.5	2.0	-6.9	4.6	·
Cc1c(CCOC(=O)CC23CC4CC(CC(C)(C4)C2)C3)sc[n+]1CC(=O)c1ccccc1	1.1	-36.6	36.6	0.95	87.0	105.1	-1.3	-6.1	12.5	-4.09*
Cc1ccc2c(ccc(=S)n2C)c1	1	0.6	-0.6	1.05	98.6	89.4	14.5	3.4	0.4	-0.668
CCOC(=O)N1CCC(n2c(SCC(=O)OCc3ccccc3)nc3ccsc3c2=O)CC1	1	0.6	-0.6	0.64	92.2	101.4	2.3	-3.6	8.5	·
O=C(NC1CCS(=O)(=O)C1)Oc1ccc(Cl)cc1 (configuration not stated)	1.1	8.9	-8.9	1.07	99.1	110.1	-11.8	-6.6	0.9	-0.216
CC(C)(C)S(=O)(=O)c1c(C(=O)O)cccc1C(=O)O	1	6.5	-6.5	0.93	98.1	100.7	5.6	-0.5	2.1	0.384
O=C(CSc1nnc(-c2ccccc2)o1)c1ccc2c(c1)OCCO2	1.1	-2.3	2.2	1	112.4	105.0	-3.9	-7.4	-13.6	0.434
O=S(=O)(Nc1ccc(S(=O)(=O)N2CCOCC2)cc1)c1ccccc1	1	5.4	-5.4	0.98	94.7	97.4	9.5	-4.8	5.8	·
COc1ccc(C)cc1NC(=O)CN1CCN(S(=O)(=O)c2ccc(Br)cc2)CC1	1	0.5	-0.5	1.12	104.5	90.0	15.4	1.3	-5.0	0.0516

An excerpt from above, showing only STAT1 act, NF-kB expr up and APP transl inh.
Structure	STAT1 act	NF-kB expr up	APP transl inh
CC(C)CC(=O)N=C1SC2CS(=O)(=O)CC2N1Cc1ccccc1 (configuration not stated)	95.8	1.18	0.7
Cc1c(CCOC(=O)CC23CC4CC(CC(C)(C4)C2)C3)sc[n+]1CC(=O)c1ccccc1	87.0	0.95	-36.6
O=C(CSc1nnc(-c2ccccc2)o1)c1ccc2c(c1)OCCO2	112.4	1	-2.3
COc1ccc(C)cc1NC(=O)CN1CCN(S(=O)(=O)c2ccc(Br)cc2)CC1	104.5	1.12	0.5

More entries follow.
SMILES	FLuc stim CS	APP transl inh	APP 5'UTR act	NF-kB expr up	STAT1 act	STAT3 activator	STAT3 inh	FLuc inhib CS	STAT1 inh	ROMK mod
Cn1cc(C2CC(c3ccccc3)=NN2C(=O)c2ccccc2)c2ccccc21 (configuration not stated)	1	1.8	-1.8	0.76	88.5	126.5	-30.7	-2.7	12.9	-0.145
CCC(CC)C(=O)Nc1ccc(C(=O)c2ccccc2)cc1	1	-27.0	27.0	1.37	108.2	103.2	-2.5	-3.2	-9.4	-0.518
O=C(c1cc2ccccc2c(=O)o1)N1CCCCCC1	0.9	-30.4	30.4	1.07	116.2	99.8	-1.3	5.3	-17.2	-1.79
COC(=O)C1=CNC=C(C(=O)OC)C1c1ccccc1Cl	1.1	-38.0	38.0	0.99	97.0	95.8	7.9	-7.5	3.3	·
Cc1ccc(C)c(-n2c(-c3cccnc3)n[nH]c2=S)c1	1	3.2	-3.2	1.24	104.5	107.8	-10.1	-0.4	-4.7	-0.0133
O=C(NCC1CCCO1)c1cccc(Br)c1 (configuration not stated)	1.1	-13.5	13.5	1.12	103.5	97.8	5.7	-5.1	-3.8	·
CCC1C(=O)N=C(SCC(=O)Nc2cccc3ccccc23)NC1=O (configuration not stated)	1.1	-3.5	3.5	1.11	103.5	102.6	1.0	-7.9	-3.9	·
COC(=O)c1sccc1-n1cccc1C(=O)C(=O)N1CCCC1	1.1	-11.6	11.6	1.34	101.0	111.2	-2.7	-5.4	-1.1	·
O=C(COC(=O)c1ccc([N+](=O)[O-])s1)NCc1ccc(F)cc1	1.1	-15.8	15.8	0.97	90.7	98.1	-0.1	-5.3	12.0	-0.291
CSc1nc2ccc(S(=O)(=O)N3CCCCC3)cc2s1	1	5.5	-5.5	1.02	90.9	102.1	4.5	-0.2	9.8	0.000138
COc1ccc(CCNC(=O)c2cc(-c3ccccc3)on2)cc1OC	1	7.0	-7.0	2.09	99.5	97.8	4.6	-0.8	0.5	·
O=C(COc1ccccc1Cl)Nc1ccc(CN2CCCCC2)cc1	1	-10.1	10.1	1.07	103.5	99.2	2.7	-2.8	-6.4	0.0266
CC(Sc1nc2c(c(=O)n(C)c(=O)n2C)n1Cc1cc2c(cc1Cl)OCO2)C(=O)O (configuration not stated)	1.1	2.3	-2.3	0.95	103.5	99.2	8.2	-8.0	-3.8	0.458
COc1ccc([N+](=O)[O-])cc1NC(=O)Cn1ccsc1=N	1	-8.3	8.3	1.12	114.0	94.7	4.9	-3.9	-15.3	-0.399
CC1=C(C(=O)Nc2ccc(F)c(F)c2)C(c2cccs2)NC(=S)N1 (configuration not stated)	1	9.3	-9.3	1.22	89.5	97.0	7.2	-4.9	11.8	0.155
O=C1c2ccccc2C(Nc2ccccc2F)N1c1cccnc1 (configuration not stated)	1	-6.6	6.6	1.1	99.2	88.0	19.4	-3.7	0.9	·
Cc1ccc(-c2noc(CCC(=O)N(C)c3ccccc3C)n2)cc1	1	-10.9	10.9	1.02	96.4	99.1	3.1	-0.2	3.9	·
CC1CCCCC1NC(=O)Cn1cnc2ccccc2c1=O (configuration not stated)	1	-5.4	5.4	1.17	102.3	95.8	11.4	-3.9	-2.5	0
CCn1nc(NS(=O)(=O)c2ccccc2)c2cc3cccc(C)c3nc21	1	8.3	-8.3	0.98	98.3	103.8	-1.3	-4.8	1.9	·
Cc1ccn(-c2n[nH]c(C)c2[N+](=O)[O-])n1	1	-0.9	0.9	0.92	99.1	99.4	7.7	-4.3	0.0	-0.664

Screening results as filed in PubChem.
